Assay outcomes deposited in PubChem by National Center for Advancing Translational Sciences (NCATS).
FLuc counter = counter-screen for miR-21 project: firefly luciferase inhibitors or activators; purified FLuc, Km substrates, luminescence inhibition; Potency, µM (doses to about 57.5 µM), for the others: at the top dose activity change, negative = inhibition, usual class: inhibitors; AID 588342; actives 6.9% (n = 360,000); P08659;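 also: potency is read from the fitted curve at half-maximal effect; plate controls were vehicle for no effect and reference inhibitor for full effect; nearly all actives have a fitted effect of over 55% in size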
Target sequence (P08659 whole entry, looked up): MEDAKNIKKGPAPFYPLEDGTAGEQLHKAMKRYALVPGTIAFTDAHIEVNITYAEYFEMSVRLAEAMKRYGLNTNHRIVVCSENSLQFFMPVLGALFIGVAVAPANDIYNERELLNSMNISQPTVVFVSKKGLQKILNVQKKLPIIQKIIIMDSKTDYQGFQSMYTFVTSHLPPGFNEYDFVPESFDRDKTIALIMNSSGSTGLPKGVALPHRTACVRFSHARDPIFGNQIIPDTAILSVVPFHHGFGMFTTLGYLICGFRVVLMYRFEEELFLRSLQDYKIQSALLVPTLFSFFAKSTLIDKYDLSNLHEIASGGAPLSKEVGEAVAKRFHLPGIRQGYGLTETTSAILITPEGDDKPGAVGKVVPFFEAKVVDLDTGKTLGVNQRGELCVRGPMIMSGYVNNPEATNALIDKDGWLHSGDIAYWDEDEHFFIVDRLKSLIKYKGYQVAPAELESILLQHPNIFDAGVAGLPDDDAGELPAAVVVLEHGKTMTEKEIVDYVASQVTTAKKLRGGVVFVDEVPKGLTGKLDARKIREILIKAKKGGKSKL
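Purified P. pyralis luciferase, 10 nM final, with Km-level 10 uM D-luciferin and 10 uM ATP in 50 mM Tris acetate pH 7.5, 10 mM Mg acetate, 0.01% Tween-20, 0.05% BSA; 6-point qHTS titration about 60 µM downward; luminescence read.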
NPC1 prom act = activators of NPC1 promoter | AID 485313 | Potency, µM (doses to about 9.22 µM), for the others: at the top dose activation, usual class: activators | actives 2.4% (n = 320,000) | Huh7 NPC1 promoter luciferase reporter, 24 h;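 also: potency is read from the fitted curve at half-maximal effect; % of control where 0% means no effect; nearly all actives have a fitted effect of over 60% in size; reporter is driven by a mutant NPC1 promoter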
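Stable NPC1-promoter luciferase Huh7 line; cpd (DMSO) 24 h, 37 °C, 5% CO2; Amplite luciferase reagent 10 min RT; luminescence readout. qHTS format.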
ELG1 genotoxic = inducers of genotoxicity in HEK293T ELG1-luciferase cells; HEK293T ELG1-luciferase reporter, luminescence, 16 h; Potency, µM (titrated, usually from 46 µM), inactives show top-dose activity change, positive = activation, hits mostly activators; actives 1.3% (n = 330,000); AID 504466; also: potency is read from the fitted curve at half-maximal effect; % of control where 0% means no effect; nearly all actives have a fitted effect of over 60% in size
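HEK293T cells expressing luciferase-tagged ELG1 were treated with compound or DMSO for 16 hr at 37°C. Luciferase activity was then read after 30 min with ONE-Glo at room temperature; rising signal flags genetic stress.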
Gal4-VP16 FLuc = counter-screen for ROR gamma inhibitors: Gal4-VP16 reporter; Potency, µM (top dose mostly 53.6 µM), inactives show top-dose activity, negative = inhibition, actives largely listed as inhibitors; actives 3.5% (n = 310,000); AID 2546; Drosophila S2 Gal4-VP16 UAS-luciferase, luminescence, 20 h;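 also: Gal4-VP16 expression switched on by copper sulfate through the metallothionein promoter; potency is read from the fitted curve at half-maximal effect; % is scaled to controls: 0 for no effect and ±100 for the full control effect; nearly all actives have a fitted effect of over 50% in size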
p53 reactivator = mutant p53 re-activation in reporter cells; H1299 p53-A138V BP100-luciferase reporter, luminescence, 24 h; Potency, µM (highest dose often 92.2 µM), without a hit: at the top dose activity change, positive = activation, usual class: activators; actives 0.063% (n = 320,000); also: potency is read from the fitted curve at half-maximal effect; % of control where 0% means no effect; nearly all actives have a fitted effect of over 45% in size
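p53-null H1299 cells stably carrying temperature-sensitive p53-A138V and a BP100-luciferase reporter were pinned with compounds (4-point, 1:5 series) and held 24 hrs at 37 deg C. Luminescence was read 10 min after detection reagent.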
BRCA1 expr act = activators of BRCA1 expression; Potency, µM (highest dose often 46.1 µM), for the others: at the top dose activation, usual class: activators; MCF7-BRCA1-FFLuc reporter, luminescence, 48 h; response scale: scaled: vehicle 0%, 10 µM genistein 100%; actives 1.1% (n = 380,000); AID 624202; also: potency is read from the fitted curve at half-maximal effect; nearly all actives have a fitted effect of over 80% in size; some results filed as inactive show a strong effect at the top dose
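First, MCF7-BRCA1-FFLuc cells (2000/well) attach for 2 h; next, compounds are pin-added and incubated 48 h at 37 °C; finally, luciferase reagent is added and luminescence read after 15 min.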
TRPV1 ag = human TRPV1 agonism. Q8NER1. TRPV1-expressing cells, Fluo-8 calcium influx, agonist mode. activation, % at 8.33 µM. actives 0.19% (n = 320,000); in the data active = activation above about 80%; inconclusive = between about 30% and that limit; also: 0% is about no effect
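Cells expressing TRPV1 were dye-loaded with Fluo-8 and read kinetically: 10 s baseline, 3 min after compound (agonist portion), then 2 min after EC20 capsaicin (allosteric enhancer portion). Calcium-bound dye fluorescence at 480/520 nm.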
Tb PFK inh = blocks T. brucei phosphofructokinase; O15648; T. brucei PFK, ADP-Glo luminescence; Potency, µM (top dose mostly 57.5 µM), for the others: at the highest dose activity, negative = inhibition, hits mostly inhibitors; actives 0.17% (n = 330,000); AID 485367;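 also: potency is read from the fitted curve at half-maximal effect; 0% = uninhibited 1x PFK enzyme wells and -100% = no-enzyme wells; nearly all actives have a fitted effect of over 60% in size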
Target sequence (O15648 whole entry, looked up): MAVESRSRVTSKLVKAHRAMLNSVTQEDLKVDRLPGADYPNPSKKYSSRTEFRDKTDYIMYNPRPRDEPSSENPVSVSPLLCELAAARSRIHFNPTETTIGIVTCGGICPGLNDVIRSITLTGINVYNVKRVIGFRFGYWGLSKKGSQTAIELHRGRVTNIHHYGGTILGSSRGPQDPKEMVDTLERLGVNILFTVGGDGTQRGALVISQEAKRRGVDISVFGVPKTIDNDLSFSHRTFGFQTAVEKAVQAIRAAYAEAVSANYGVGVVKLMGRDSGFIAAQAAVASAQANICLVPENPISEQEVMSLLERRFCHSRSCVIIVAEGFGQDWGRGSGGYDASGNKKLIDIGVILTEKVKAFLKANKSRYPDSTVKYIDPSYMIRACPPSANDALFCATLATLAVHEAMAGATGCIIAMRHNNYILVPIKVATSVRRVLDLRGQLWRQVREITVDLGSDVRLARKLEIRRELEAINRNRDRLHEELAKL
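1.25 nM PFK with 0.5 mM F6P and 0.1 mM ATP in 0.1 M TEA pH 8.0, 5 mM MgCl2, incubated 45 min at room temperature; ADP measured by ADP-Glo luminescence; compounds titrated up to 57 uM.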
Rab9 prom act = activators of Rab9 promoter; Huh7 Rab9 promoter-luciferase reporter, luminescence, 24 h; Potency, µM (series often up to 9.22 µM), inactives show at the top dose activation, negative = inhibition, usual class: activators; actives 2.8% (n = 320,000); AID 485297; also: potency is read from the fitted curve at half-maximal effect; % of control where 0% means no effect; nearly all actives have a fitted effect of over 60% in size
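Huh7 cells stably carrying Rab9 promoter–luciferase reporter, plated 1500 cells/well, compound added after 2 h and incubated 24 h at 37 °C; luciferase luminescence then read after 10 min with detection reagent.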
ELG1 DNA repair = ELG1-dependent DNA repair inhibition; HEK293T ELG1-luciferase reporter, luminescence, 16 h; DNA damage induced by 5-fluorouridine; AID 504467; actives 2.3% (n = 330,000); Potency, µM (highest dose often 46.1 µM), inactives show at the top dose activity change, negative = inhibition, most hits filed as inhibitors; also: potency is read from the fitted curve at half-maximal effect; % is scaled to controls: 0 for no effect and ±100 for the full control effect; nearly all actives have a fitted effect of over 55% in size
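Luminescence from the luciferase reporter, measured 30 min after ONE-Glo reagent at room temperature, was the read-out. Beforehand, 2,000 cells per well were exposed for 16 hr at 37 °C to 5-fluorouridine together with compound or vehicle.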
RORgamma inh = inhibitors of mouse ROR gamma transcriptional activity; P51450; Drosophila S2 Gal4-RORgamma UAS-luciferase reporter, 20 h; Potency, µM (titrated, usually from 53.6 µM), without a hit: top-dose activity change, negative = inhibition, most hits filed as inhibitors; actives 5.4% (n = 310,000); also: potency is read from the fitted curve at half-maximal effect; % is scaled to controls: 0 for no effect and ±100 for the full control effect; nearly all actives have a fitted effect of over 60% in size
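Compounds are pin-transferred onto Drosophila Schneider cells expressing a copper-inducible Gal4–ROR gamma transactivation domain fusion. After 1 hr, copper sulfate is added to 700 uM final; luciferase is read 20 hr later.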
* = called active by the depositor; ? = inconclusive; . = not tested or not shown; [ ] = another dose, or the depositor's remark. Unless noted, calls follow the shape of the dose curve; as a rule, active = well fitted curve in the direction sought with a large enough effect; inconclusive = small, poorly fitted or top-dose-only effect, or another doubt; inactive = no such curve, though single readings can be large; an effect the other way counts as inactive or inconclusive. An unsorted share of the library, and some 15% of all compounds hit somewhere here.

Compound	FLuc counter	NPC1 prom act	ELG1 genotoxic	Gal4-VP16 FLuc	p53 reactivator	BRCA1 expr act	TRPV1 ag	Tb PFK inh	Rab9 prom act	ELG1 DNA repair	RORgamma inh
Cc1ccnc(N2CCCC(C(=O)NC3CC3)C2)n1 (configuration not stated)	1%	-1%	-4%	-3%	7%	2%	-2	2%	0%	-8%	2%
Cc1ccc(SC(c2ccc(C)cc2)C(Cn2cncn2)C(=O)c2ccccc2)cc1 (configuration not stated)	6%	-1%	-8%	?	-1%	-8%	16	-6%	2%	0%	-16%
O=C(c1cc(-c2cccs2)on1)N1CCN(c2ccc(F)cc2)CC1	24µM*	3%	-7%	-6%	-2%	5%	5	-7%	1%	-14%	31%
CCOC(=O)c1cc(-c2ccc(OC)cc2F)nc2c1c(C)nn2CCC#N	2%	-5%	-2%	3%	5%	-30%	28	-1%	0%	12µM*	25%
O=C(Nc1cccc2ccccc12)c1ccccc1Cl	-12%	0%	1%	22%	1%	13%	3	0%	6%	19%	39%
Cc1ccc(-c2nnn(CC(=O)N(CCO)C(C(=O)NC3CCCCC3)c3ccncc3)n2)o1 (configuration not stated)	-1%	-2%	1%	-4%	-1%	10%	-5	2%	-3%	14%	0%
CCCCn1c2c(c(=O)n(C)c1=O)C(c1ccc(OC)cc1)N1CCCCCC1=N2 (configuration not stated)	1%	-5%	-3%	1%	0%	0%	26	1%	-1%	18%	42%
CNc1nnc(-c2ccc(N(C)C)cc2)s1	2.1µM*	0.56µM*	?	8.9µM*	40%	-17%	5	-1%	0.45µM*	?	?
CCn1c2ccccc2c2cc(NC(=O)C3CCN(S(=O)(=O)c4cccs4)CC3)ccc21	-6%	-8%	2%	2%	13%	-61%	4	5%	1%	-1%	0%
Cc1nc(N2CCC(C)CC2)c2nnn(Cc3ccccc3)c2n1	-10%	1%	0%	-1%	17%	-30%	4	-7%	3%	?	130%
C=CCn1c(N(C)C)nc2c1c(=O)[nH]c(=O)n2C	-1%	-2%	-2%	7%	0%	0%	-4	18%	2%	-1%	-19%
O=C1S/C(=C\c2ccc(O)c([N+](=O)[O-])c2)C(=O)N1Cc1cccc([N+](=O)[O-])c1	-10%	-6%	-15%	9%	-5%	-65%	3	0%	-4%	?	24%
O=C1OC[C@@H]2CCCN2C(=O)[C@@H](CC(=O)N(CCO)Cc2ccccc2)C/C=C\CC[C@H]1Cc1ccc(F)cc1	.	.	-2%	.	-4%	-29%	.	-2%	.	-23%	.
CSCCOC(=O)c1[nH]c2c(c1C)C(=O)CC(c1ccco1)C2 (configuration not stated)	2%	-18%	1%	3%	4%	-44%	?	?	-9%	-19%	?
COc1ccc(OC)c(S(=O)(=O)Nc2ccc(Oc3ccccc3)cc2)c1	-1%	-1%	-8%	6.3µM*	-13%	-57%	13	-3%	-9%	-6%	?

Sorted by length of the SMILES (lowest first): some entries from above
Compound	FLuc counter	NPC1 prom act	ELG1 genotoxic	Gal4-VP16 FLuc	p53 reactivator	BRCA1 expr act	TRPV1 ag	Tb PFK inh	Rab9 prom act	ELG1 DNA repair	RORgamma inh
O=C(Nc1cccc2ccccc12)c1ccccc1Cl	-12%	0%	1%	22%	1%	13%	3	0%	6%	19%	39%
Cc1nc(N2CCC(C)CC2)c2nnn(Cc3ccccc3)c2n1	-10%	1%	0%	-1%	17%	-30%	4	-7%	3%	?	130%
CSCCOC(=O)c1[nH]c2c(c1C)C(=O)CC(c1ccco1)C2 (configuration not stated)	2%	-18%	1%	3%	4%	-44%	?	?	-9%	-19%	?
CCOC(=O)c1cc(-c2ccc(OC)cc2F)nc2c1c(C)nn2CCC#N	2%	-5%	-2%	3%	5%	-30%	28	-1%	0%	12µM*	25%
Cc1ccc(SC(c2ccc(C)cc2)C(Cn2cncn2)C(=O)c2ccccc2)cc1 (configuration not stated)	6%	-1%	-8%	?	-1%	-8%	16	-6%	2%	0%	-16%
CCCCn1c2c(c(=O)n(C)c1=O)C(c1ccc(OC)cc1)N1CCCCCC1=N2 (configuration not stated)	1%	-5%	-3%	1%	0%	0%	26	1%	-1%	18%	42%
Cc1ccc(-c2nnn(CC(=O)N(CCO)C(C(=O)NC3CCCCC3)c3ccncc3)n2)o1 (configuration not stated)	-1%	-2%	1%	-4%	-1%	10%	-5	2%	-3%	14%	0%

Later entries.
Compound	FLuc counter	NPC1 prom act	ELG1 genotoxic	Gal4-VP16 FLuc	p53 reactivator	BRCA1 expr act	TRPV1 ag	Tb PFK inh	Rab9 prom act	ELG1 DNA repair	RORgamma inh
CCCN(CCC)Cc1c(C(=O)N/N=C/c2ccsc2)nnn1-c1nonc1N	-2%	-1%	-10%	4%	-7%	-15%	?	-2%	-5%	-15%	-6%
O=C(c1cnc2sccn2c1=O)N1CCN(c2ccccc2Cl)CC1	-1%	-4%	2%	-10%	4%	13%	12	1%	-2%	13%	-15%
COCCCNC(=S)N1CCN(C(=O)c2ccco2)CC1	-4%	-3%	-2%	8%	-7%	20%	3	-11%	10%	?	1%
CC1(C)CC(=O)C=C(N2CCNCC2)C1	-2%	0%	1%	-9%	-3%	4%	-2	1%	4%	9%	5%
CC1CCCC(C)N1C(=O)CSCc1ccc(Cl)cc1 (configuration not stated)	-5%	9%	3%	13%	8%	6%	?	-1%	6%	3%	?
CN1CCC(C2(O)c3ccccc3CSc3sccc32)CC1 (configuration not stated)	4%	-10%	-5%	5%	-14%	10%	-3	4%	-1%	0%	-23%
O=C(c1cnsn1)N1CCN(c2ccccc2)CC1	-3%	.	.	14%	.	-1%	-1	.	.	.	1%
Cc1occc1C(=O)Nc1cc(C(C)(C)C)on1	6µM*	2.8µM*	5.2µM*	5%	?	?	0	0%	1.6µM*	?	-24%
COC(=O)c1cc(C(=O)OCC(=O)N2CCCCC2)cc([N+](=O)[O-])c1	.	.	2%	.	22%	-2%	.	-2%	.	14%	.
COc1ccc(CCNC(=O)C2CC(c3cc(C(F)(F)F)cc(C(F)(F)F)c3)=NO2)cc1 (configuration not stated)	5%	-3%	-1%	1%	-1%	-8%	?	3%	-2%	2%	-24%
CC(C)(C)NC(=O)Cn1c(SCC(=O)NCc2cccs2)nc2ccccc21	2%	0%	-2%	11%	-1%	-3%	-3	-7%	4%	?	13%
Cc1cc(C(=O)Cn2ncc(Cl)c(Cl)c2=O)c(C)n1CC(F)(F)F	15µM*	-8%	-15%	?	-34%[inhibitor]	-82%	1	1%	13%	?	?
CCCC(=O)Nc1ccc(C(=O)N/N=C/c2ccc[nH]2)cc1	-18%	-34%[inhibitor]	5%	?	4%	-37%	15	-1%	-32%[inhibitor]	-4%	?
O=C(CN(c1ccccc1)S(=O)(=O)c1ccc(F)cc1)NC1CCS(=O)(=O)C1 (configuration not stated)	-1%	-2%	3%	4%	0%	-12%	1	-2%	2%	9%	-16%
COc1ccc(Cc2noc(-c3ccc(OC)c(OC)c3)n2)cc1OC	-6%	1%	-3%	-17%	-10%	-23%	29	1%	-5%	21µM*	39%
Cc1nc(-c2ccc(S(=O)(=O)Nc3cccc(S(N)(=O)=O)c3)s2)cs1	1%	-6%	1%	2%	-3%	-4%	3	4%	-4%	1%	-2%
CCC(C(=O)Nc1cccnc1)c1ccccc1 (configuration not stated)	-4%	0%	0%	.	.	-1%	4	-15%	0%	-5%	.
C(=N\n1cnnc1)/c1ccc2c(c1)OCCO2	-17%	1%	4%	-1%	7%	47%	2	1%	-2%	12%	-1%
